CHX counter: counter-screen hit for Shiga toxin inhibitors, cycloheximide; cell reporter, cycloheximide protein synthesis inhibition counterscreen; max response, %; hit rate 12% among 300,000; AID 2314; in the data active means max response mostly above about 13%, no sharp cut-off; inactive means mostly below about 14%; further: read at 38.3 µM for the half of the compounds with a filed dose; 0% is about no effect
Tb PYK inh: blocks Trypanosoma brucei pyruvate kinase; Q57TT1; TbPYK enzyme, Kinase-Glo Plus ATP luminescence, 45 min; Potency, µM (highest dose often 76.8 µM), for inactives: at the highest dose activity, negative = inhibition, actives largely listed as inhibitors; hit rate 0.12% among 410,000; AID 624173; further: potency means the concentration at half of the fitted maximal effect; on the % scale 0 is the no-effect control and ±100 the full control effect; nearly all actives have a fitted effect of over 50% in size
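In this concentration-response screen, enzyme-free wells defined baseline while DMSO plates tracked drift. Each reaction combined TbPYK, substrate, compound and 130 uM ADP for 45 min at room temperature. Kinase-Glo Plus luminescence gave the signal.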
Pf growth 48h: inhibits P. falciparum growth in the first generation, 48 h; P. falciparum luciferase growth in erythrocytes, 48 h; Potency, µM (doses to about 28.7 µM), inactives show top-dose activity change, negative = inhibition, hits mostly inhibitors; hit rate 5.9% among 310,000; AID 504832; further: potency means the concentration at half of the fitted maximal effect; on the % scale 0 is the no-effect control and ±100 the full control effect
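Erythrocytes infected with P. falciparum carrying an integrated firefly luciferase reporter (2% hematocrit, 0.1% parasitemia final) were exposed to compounds in RPMI 1640 with 0.5% Albumax at 37 C, 5% CO2. Growth inhibition was scored as reduced luminescence.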
AMA1 RON2 block: AMA1-RON2 (P. falciparum) interaction inhibition; AlphaScreen AMA1-biotinylated RON2 peptide binding; Potency, µM (highest dose often 58.2 µM), inactives show at the top dose activity change, negative = inhibition, most hits filed as inhibitors; AID 720542; hit rate 0.2% among 360,000;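 further: potency means the concentration at half of the fitted maximal effect; 0% = vehicle wells and -100% = peptide control; nearly all actives have a fitted effect of over 45% in size; some results filed as inactive show a strong effect at the top dose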
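AMA1 (3D7) with his tag at 25 nM final met compounds first, then biotinylated RON2 peptide at 25 nM; detection used donor plus acceptor beads, 10 µg/mL apiece, read by AlphaScreen after 30 min at room temperature.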
Pf growth 96h: inhibits malaria parasite growth, 96 h; P. falciparum luciferase reporter growth, 96 h; Potency, µM (titrated, usually from 28.7 µM), without a hit: top-dose activity change, negative = inhibition, hits mostly inhibitors; hit rate 6.9% among 320,000; AID 504834; further: potency means the concentration at half of the fitted maximal effect; on the % scale 0 is the no-effect control and ±100 the full control effect
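Two-generation exposure (96 h) targets delayed-death phenotype. Reporter parasites carrying integrated firefly luciferase, in red cells at 2% hematocrit and 0.05% parasitemia final, kept at 37 C, 5% CO2; luminescence loss indicates inhibition.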
LmPK inh: inhibitors of Leishmania mexicana pyruvate kinase. AID 1721. Q27686. hit rate 0.37% among 290,000. Potency, µM (highest dose often 57.5 µM), inactives show top-dose activity change, negative = inhibition, actives largely listed as inhibitors. purified LmPK, Kinase-Glo ATP luminescence, 1 h; further: potency means the concentration at half of the fitted maximal effect; on the % scale 0 is the no-effect control and ±100 the full control effect
Target sequence (Q27686 whole entry, looked up): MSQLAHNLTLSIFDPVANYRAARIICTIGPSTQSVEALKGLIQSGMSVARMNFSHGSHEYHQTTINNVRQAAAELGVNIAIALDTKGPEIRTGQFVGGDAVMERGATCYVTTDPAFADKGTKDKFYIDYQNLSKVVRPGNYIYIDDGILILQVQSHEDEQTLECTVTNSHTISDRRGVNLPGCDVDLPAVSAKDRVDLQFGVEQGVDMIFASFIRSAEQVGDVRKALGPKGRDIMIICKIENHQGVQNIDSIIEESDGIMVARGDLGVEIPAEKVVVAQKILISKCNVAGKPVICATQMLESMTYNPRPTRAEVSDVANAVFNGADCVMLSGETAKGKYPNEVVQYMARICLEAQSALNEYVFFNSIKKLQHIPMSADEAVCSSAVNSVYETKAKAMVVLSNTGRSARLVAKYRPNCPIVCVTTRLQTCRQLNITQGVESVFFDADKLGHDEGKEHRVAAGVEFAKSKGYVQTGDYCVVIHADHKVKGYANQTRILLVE
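Screened at intermediate enzyme activity to detect both inhibitors and activators: LmPK at 0.1 nM, with a 0.5 nM enzyme column as activation reference. PEP 0.5 mM, ADP 0.1 mM; ATP detected by luminescence after 1 h.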
Shiga inhibitor: inhibitors of Shiga toxin in Vero cells | Vero cells, Shiga toxin protein synthesis inhibition reporter | inhibition, % at 38.7 µM | hit rate 9.2% among 290,000 | AID 2315; in the data active means inhibition mostly above about 28%, no sharp cut-off; inactive means mostly below about 43%; further: 0% is about no effect
Numbers without * were called inactive; ? = inconclusive; . = not tested or not shown; & = joins results of further samples; [ ] = remark or other dose. Unless noted, the call rests on the fitted dose curve; in most records, active means well fitted curve in the direction sought with a large enough effect; inconclusive means small, poorly fitted or top-dose-only effect, or another doubt; inactive means no such curve, though single readings can be large; an effect the other way counts as inactive or inconclusive.

Values in the order: CHX counter	Tb PYK inh	Pf growth 48h	AMA1 RON2 block	Pf growth 96h	LmPK inh	Shiga inhibitor
CSc1ccc(C(=O)C2CCCN(C(=O)c3nn(C)c(=O)c4ccccc34)C2)cc1 (configuration not stated)
    1	-2%	16%	14%	15%	-3%	1
Cc1ccc(N2C(=O)N(CC(=O)N(C)Cc3ccccc3)C(=O)C2C)cc1 (configuration not stated)
    7	-2%	?	3%	.	6%	-18
COCCNC(=O)/C(C#N)=C1\N=C(NC(=O)c2cccs2)c2ccccc21
    -2	0%	22%	83%[activator]	27%	3%	-6
Cc1csc(NC(=O)CSc2nc(=O)n(CCN(C)C)c3c2CCCC3)n1
    .	-1%	?	-1%	4%	.	.
COc1cccc(CNC(=O)C(C)n2ccc3cc(S(=O)(=O)N4CCCCCC4)ccc32)c1 (configuration not stated)
    4	6%&1%	7.4µM*	-11%	?	1%	-12
C=CCn1c(SCC(=O)CC(=O)OCC)nc2cc(C(=O)N3CCC(C(N)=O)CC3)ccc2c1=O
    -4	-8%	-7%	-11%	0%	1%	-16
O=C(O)c1ccc(OCCN2CCCC2=O)cc1
    -2	1%	-2%	-13%	-1%	3%	-2
COc1cccc(Cn2c(Oc3ccccc3)nc3c2c(=O)n(C)c(=O)n3C)c1
    -4	2%	0.66µM*	-24%	?	9%	-7
COC(=O)COc1ccc(S(=O)(=O)NCc2ccc3c(c2)OCO3)cc1C
    1	7%	5%	-4%	0%	5%	-8
O=C(NNS(=O)(=O)c1ccc([N+](=O)[O-])cc1)C(=O)Nc1cccc(C(=O)O)c1
    8	-2%	79%[activator]	54%[activator]	11%	18%	18
COc1ccc(NC(=O)COC(=O)Cn2c(C)nc3ccccc32)cc1OC
    -2	-4%	9%	-3%	57%[activator]	0%	-19
O=C(NC(=S)N1CCN(c2ccc(C(F)(F)F)cc2[N+](=O)[O-])CC1)c1cccs1
    -3	2%	-6%	-5%	4.1µM*	1%	-7
CNc1nc(-c2ccc(S(=O)(=O)N3CCCCC3)cc2)cs1
    .	0%	?	-2%	?	.	.
CCN(CC)S(=O)(=O)c1ccc(Cl)c(NC(C)=O)c1
    -3	-3%	14%	-1%	46%[activator]	2%	-15
CCn1c(SCc2cccc(F)c2)nnc1-c1ccncc1
    -7	2%	-12%	-6%	-21%	-3%	31
O=C(CCC(=O)N1CCCCC1)Nc1nnc(C2CCCCC2)s1
    -8	-1%	5%	-8%	?	-11%	7
CCOC(=O)C1(Cc2ccccc2C)CCCN(C(=O)c2cc(CC)nn2C)C1 (configuration not stated)
    -1	3%	?	9%	6%	-2%	15
COC(=O)C1C(=O)/C(=C/N(C)C)C(=O)CC1(C)C (configuration not stated)
    -3	5%	1%	-1%	15%	2%	4
CCOC(=O)C1(CCOC)CCN(Cc2ccncc2)CC1
    -1	1%	-1%	-10%	-3%	2%	-4
O=C(N/C(=C\c1ccc(Cl)cc1)C(=O)N1CCCCC1)c1ccco1
    1	-7%	2%	-3%	0%	-1%	-6

3 records picked at random from those above:
Values in the order: CHX counter	Tb PYK inh	Pf growth 48h	AMA1 RON2 block	Pf growth 96h	LmPK inh	Shiga inhibitor
CCOC(=O)C1(Cc2ccccc2C)CCCN(C(=O)c2cc(CC)nn2C)C1 (configuration not stated)
    -1	3%	?	9%	6%	-2%	15
O=C(O)c1ccc(OCCN2CCCC2=O)cc1
    -2	1%	-2%	-13%	-1%	3%	-2
CCN(CC)S(=O)(=O)c1ccc(Cl)c(NC(C)=O)c1
    -3	-3%	14%	-1%	46%[activator]	2%	-15

(listing goes on)
Values in the order: CHX counter	Tb PYK inh	Pf growth 48h	AMA1 RON2 block	Pf growth 96h	LmPK inh	Shiga inhibitor
S=C(NC1CCCCC1)N1CCN(c2ncccn2)CC1
    0	-3%	-15%	11%	10%	6%	17
NS(=O)(=O)c1ccc(CNC(=O)/C=C/c2ccccc2)cc1
    8	-1%	4%	2%	175%[activator]	-1%	-1
O=C(CCN1C(=O)/C(=C\c2ccccc2F)SC1=S)Nc1ccc(C(=O)O)c(O)c1
    -4	.	-17%	.	6%	-2%	-10
COC(CNC(=O)[C@H](CSCc1ccccc1)N1Cc2ccccc2C1=O)OC
    -11	-8%	1%	-3%	?	-1%	-9
C=CCn1cnc2c(c1=O)c1nc3ccccc3nc1n2/N=C/c1ccccn1
    -3	4%	-4%	-3%	1.9µM*	2%	14
CCCCCCCCOC(=O)c1ccccc1C(=O)OCCCCCCCC
    .	-4%	-9%	.	-8%	.	.
COc1ccc2oc(-c3ccc(C)c(NC(=O)c4ccc(N5CCOCC5)c([N+](=O)[O-])c4)c3)nc2c1
    59*	-2%	126%[activator]	0%	?	7%	134*
CCOC(=O)N1CCN(C(=O)c2ccc(CS(=O)c3ccccc3)o2)CC1 (configuration not stated)
    -2	-5%	28%	3%	-22%	-3%	-8
CCc1ccc2nc(NC(=O)c3cc(C)on3)sc2c1
    54*	-14%	38%[activator]	-6%	-11%	0%	95*
Cc1ccccc1NC(=S)NC(NC(=O)C(C)(C)C)C(Cl)(Cl)Cl (configuration not stated)
    -1	-12%	?	7%	?	-2%	-18
CCCOc1ccc(Cn2c(=O)oc3ccc(C)cc32)cc1
    9	-6%	7%	22%	?	-9%	10
COCCCn1c(C)nnc1SCC(=O)Nc1ccc(C(C)=O)cc1
    11	-5%	61%[activator]	12%	?	4%	14
O=C(Nc1ccc(OCC(=O)N2CCN(S(=O)(=O)c3ccccc3)CC2)cc1)c1ccco1
    8	-1%	?	25%	?	4%	26
COc1ccc(C(=O)NCCS(=O)(=O)N2CCCC2)cc1
    .	0%	31%[activator]	0%	39%[activator]	.	.
Cc1ccc(-c2nnc(SCC(=O)NC3CCCc4ccccc43)n2N)cc1 (configuration not stated)
    2	3%	17%	20%	0%	2%	27
CCCNC(=O)COC(=O)c1cc(SC)ccc1Cl
    -5	2%	.	0%	11%	1%	-26
Cn1c(CNC(=O)CNC(=O)c2cccc(F)c2)cc(=O)n(C)c1=O
    0	0%	21%	-9%	15%	-2%	-2
O=C1c2ccccc2-c2nnc(-c3ccccc3)cc21
    19*	?	2.6µM*	-7%	?	2.8µM*	72*
COc1ccc(NC(=O)COC(=O)C23CCC(=O)N2c2ccccc2S3)cc1 (configuration not stated)
    -2	-6%	11%	0%	.	4%	-7
Cc1ccc(S(=O)(=O)N2CCN(C(=O)c3n[nH]c(=O)c4ccccc34)CC2)cc1
    -5	-4%	0%	0%	-25%	3%	28
Cc1cc(C)nc(SCC(=O)OCC(=O)Nc2ccccc2)n1
    -1	7%	16%	-8%	10%	1%	-8
C/C(=N\NC(=O)CSc1nc2ccccc2s1)c1cccnc1
    24	0%	?	5%	?	4%	15
Cc1cc(C)cc(S(=O)(=O)c2cn(C)c3cc(N4CCN(C)CC4)c(F)cc3c2=O)c1
    1	6%	-10%	-1%	22%	-2%	5
O=C(CNc1cccc(F)c1)N1CCc2ccccc2C1
    62*	4%	.	10%	115%[activator]	1%	126*
COc1ccccc1NS(=O)(=O)c1cc(NC(=O)CCNC(C)=O)ccc1N1CCCCC1
    .	-8%	?	2%	10µM*	.	.
CCC(C(=O)OC(C)C(=O)Nc1ccc(Cl)cn1)c1ccccc1 (configuration not stated)
    2	1%	1%	5%	15%	-1%	-5
CCN(CC)c1ccc(/C=N/N2C(=O)c3ccccc3C2=O)cc1
    7	-9%	2%	9%	-2%	-11%	24
CCN(C(=O)CSc1nnc(-c2ccccc2Br)o1)C1CCS(=O)(=O)C1 (configuration not stated)
    3	3%	0%	0%	-27%	0%	8
Cc1ccc(C(=O)NCC(=O)NCCc2ccc(S(N)(=O)=O)cc2)s1
    -1	0%	0%	4%	-21%	-12%	10
COc1cccc(NC(=O)CN(C)C(=O)COc2ccccc2Cc2ccccc2)c1
    .	2%	?	1%	5.2µM*	.	.
CN(C)CCSc1nc(O)c(-c2ccccc2)c(=O)n1-c1ccccc1
    2	-2%	10%	0%	34%[activator]	-1%	-9
O=c1sc2ccccc2c(=O)n1Cc1ccccc1F
    8	-3%	?	20%	?	1%	3
CCC1(c2ccc(F)cc2)NC(=O)N(CC(=O)NCc2ccc(F)cc2)C1=O (configuration not stated)
    1	-10%	-7%	-5%	31%[activator]	0%	-4
CCC(=O)Nc1ccc(Cl)c(-c2nc3ncccc3o2)c1
    -1	1%	12%	16%	-6%	-5%	.
COC(=O)c1ccc(S(=O)(=O)N(Cc2cc3cc4c(cc3[nH]c2=O)OCO4)C2CCCCC2)cc1
    2	.	2%	.	1%	2%	13
Cn1c(SCc2nc3ccccc3c(=O)[nH]2)nnc1-c1ccco1
    -1	-8%	4%	-5%	.	0%	-3
CCCOc1ccc(N2C(=O)CC(N(O)c3ccccc3)C2=O)cc1 (configuration not stated)
    20	1%	51%[activator]	-14%	47%[activator]	-3%	113*
CCN(CC)c1ccc(/C=C2/C(=O)N(c3ccc([N+](=O)[O-])cc3)N=C2N2CCOCC2)cc1
    1	.	-16%	.	53%[activator]	4%	-4
C#CCOCCOCCOCCNc1nc(N2CCN(C(=O)C(Cc3cc4ccccc4[nH]3)n3cc(C(N)Cc4ccc(O)cc4)nn3)CC2)nc(N2CCN(C(=O)C(Cc3cc4ccccc4[nH]3)n3cc(C(N)Cc4ccc(O)cc4)nn3)CC2)n1 (configuration not stated)
    -1	-3%	2.3µM*	?	?	-3%	10
COc1ccc(-n2ccnc(SCC(=O)NC3CCCC3)c2=O)cc1OC
    .	4%	0%	22%	1%	.	.
FC(F)(F)c1cccc(Cc2noc(CN3CCCC(OCc4ccccn4)C3)n2)c1 (configuration not stated)
    2	-16%	-3%	-17%	15µM*	4%	-1
CCOc1ccc(NC(=O)COn2nnc3ccc(S(=O)(=O)N4CCOCC4)cc32)cc1
    5	-8%	-5%	-8%	-21%	1%	19
CCCn1c(=O)[nH]c2ccccc21
    -4	3%	.	-3%	-5%	9%	-10
Cc1cc2c(=O)oc(-c3ccc(Br)cc3)nc2s1
    8	0%	?	2%	11%	-4%	-1
COc1ccc(CN2CCNC(=O)C2CC(=O)NCC2CCOCC2)c(F)c1 (configuration not stated)
    1	-14%	6%	-2%	10µM*	-2%	-5

High-throughput results from PubChem.
